Screens deposited in PubChem BioAssay by several laboratories.
Exocytosis inh = blocks lytic granule exocytosis. TALL-104 LAMP-1 surface exposure, flow cytometry; cells stimulated with thapsigargin and PMA. inhibition, % at 10 µM. actives 0.66% (n = 360,000). AID 651702;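 active means inhibition above about 55%, limit read from the data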
MC4R antag cAMP = blocks human MC4R cAMP signaling | MC4R-expressing cells, MTII-stimulated cAMP, LANCE TR-FRET | inhibition, % at 6.5 µM | actives 0.48% (n = 360,000);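 active means inhibition above its plate's cutoff, the mean of tested wells on that plate plus 3 SD, cut at about 29% in these data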;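 further: 0% = Melanotan II alone and 100% = Melanotan II plus saturating MCL0020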
Target sequence (P32245 whole entry, looked up): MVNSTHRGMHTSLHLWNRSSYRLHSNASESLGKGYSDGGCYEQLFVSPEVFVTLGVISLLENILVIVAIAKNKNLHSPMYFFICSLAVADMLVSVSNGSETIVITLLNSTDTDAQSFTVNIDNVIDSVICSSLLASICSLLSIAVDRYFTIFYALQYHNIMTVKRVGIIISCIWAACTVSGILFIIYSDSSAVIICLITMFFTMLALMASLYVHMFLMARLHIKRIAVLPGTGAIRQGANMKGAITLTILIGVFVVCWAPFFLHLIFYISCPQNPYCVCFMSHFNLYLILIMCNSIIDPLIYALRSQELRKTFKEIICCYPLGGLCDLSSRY
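System – human MC4R-expressing U2OS cells · Also added – Melanotan II · Dosing – one concentration, 6.5 µM nominal · Timing – 30-min compound, 1-h challenge, 1-h detection, room temperature · Measured by – Eu-cAMP/anti-cAMP TR-FRET, emission 671 nm · Replicates – singlicate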
PDI inh = inhibitors of human protein disulfide isomerase | PDI insulin aggregation turbidity, A650, 90 min | actives 0.052% (n = 350,000) | P07237 | inhibition, % at 10 µM | AID 588391;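 active means mean inhibition across replicates of 30% or more, whatever share of single replicates reach that level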;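 further: absorbance from insulin aggregation driven by PDI reduction with DTT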
Target sequence (P07237 whole entry, looked up): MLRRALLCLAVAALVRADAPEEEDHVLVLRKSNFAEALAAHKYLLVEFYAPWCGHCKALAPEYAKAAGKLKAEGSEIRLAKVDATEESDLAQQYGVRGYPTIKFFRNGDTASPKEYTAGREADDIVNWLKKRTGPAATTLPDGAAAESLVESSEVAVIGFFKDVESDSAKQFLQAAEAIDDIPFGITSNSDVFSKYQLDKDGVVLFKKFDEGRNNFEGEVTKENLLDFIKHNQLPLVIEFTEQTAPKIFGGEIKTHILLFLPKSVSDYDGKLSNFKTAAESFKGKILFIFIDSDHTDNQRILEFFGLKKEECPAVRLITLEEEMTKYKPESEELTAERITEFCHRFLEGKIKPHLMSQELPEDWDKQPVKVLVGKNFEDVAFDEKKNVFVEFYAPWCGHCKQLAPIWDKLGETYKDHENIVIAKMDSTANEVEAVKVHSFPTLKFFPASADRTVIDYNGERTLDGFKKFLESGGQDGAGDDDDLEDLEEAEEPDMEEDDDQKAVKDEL
N-glyco inh = blocks N-linked glycosylation in D54 reporter cells | D54 ERlucT glycosylation luciferase reporter, 24 h; percent of 100 nM tunicamycin response | reporter increase, % at 12.5 µM | AID 588692 | actives 0.23% (n = 360,000);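 active means mean luciferase reporter signal, scaled so untreated is 0 and the glycosylation-blocking control 100, at or above a set limit in every replicate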;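 further: luciferase carries N-glycosylation sites so blocking glycosylation raises the light; 0% = median of neutral control wells and 100% = median of 100 nM tunicamycin wells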
ABCB6 inh 2 = human ABCB6 transporter inhibition; Q9NP58; AID 602162; K562-ABCB6 porphyrin accumulation, flow cytometry, 1 h; active compounds read low; fluorescence ratio to DMSO, % at 10 µM; actives 0.19% (n = 360,000);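 active means fluorescence ratio to DMSO below 75%, the collection mean minus 3 SD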;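 further: signal is porphyrin accumulated inside mitochondria; 100% equals median channel fluorescence of DMSO control wells; lower ratio means ABCB6 inhibition with less porphyrin fluorescence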
m5-HT2A agonist = activates the mouse 5-HT2A serotonin receptor; activation, % at 7.6 µM; AID 624169; actives 0.66% (n = 360,000); CHO-K1 mHTR2A beta-arrestin complementation, luminescence; percent of 30 µM serotonin response;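 active means activation above a run cutoff, the mean activation of all tested compounds plus 3 SD, cut at about 14% in these data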;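 further: 0% = plate median of compound wells and 100% = 30 µM serotonin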
ABHD5-PLIN5 inh = inhibitors of human ABHD5-perilipin-5 interaction. inhibition, % at 4 µM. AID 602281. actives 0.78% (n = 360,000). Split G. princeps luciferase complementation, luminescence, 4 h;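 active means inhibition above the mean inhibition across every tested compound plus 3 SD, cut at about 22% in these data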;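 further: 0% = DMSO only wells and the 100% control is not disclosed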
MC4R ag barr = agonists of human melanocortin 4 receptor (MC4R) beta-arrestin | P32245 | U2OS MC4R beta-arrestin complementation, luminescence; percent of melanotan II response, DMSO zero | activation, % at 8.9 µM | actives 0.98% (n = 360,000) | AID 540308;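 active means activation above a per-plate cutoff, the mean activation of sample wells on that plate plus 3 SD, cut at about 8% in these data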
CaV13 ICDI inh = Disruptors of the CACNA1D IQ motif to Ca2+-dependent inactivation inhibitor domain association, primary screening, Förster resonance energy transfer in intact living …. HEK cells, CFP/YFP FRET ICDI-IQ, plate reader, 10 min; percent FRET-ratio fall versus neutral wells. actives 0.098% (n = 340,000). AID 743397. inhibition, % at 12.3 µM;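 active means mean replicate inhibition of at least 30% and at least 1% of replicates passing that level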;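 further: 0% = median of the neutral control wells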
Cardio protect = myocardial damage modulation in H9c2 cells; actives 0.63% (n = 360,000); protection from H2O2 cell death, % at 20 µM; H9c2 cardiomyocytes, H2O2 injury protection, ATPLite, 2 h;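 active means compounds giving at least 50% protection of heart cells from peroxide-induced death in the single-dose screen, raw or plate-pattern-corrected value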;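 further: 0% = DMSO wells with peroxide and 100% = DMSO wells without peroxide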
Active calls of the source: *; . = no result given.

SMILES	Exocytosis inh	MC4R antag cAMP	PDI inh	N-glyco inh	ABCB6 inh 2	m5-HT2A agonist	ABHD5-PLIN5 inh	MC4R ag barr	CaV13 ICDI inh	Cardio protect
O=C(O)c1cc(NS(=O)(=O)c2ccc(NCc3ccccc3)c([N+](=O)[O-])c2)cc(C(=O)O)c1	3	-2	22	0	99	3	18	-2.3	-21	5
COC(=O)c1cc(S(=O)(=O)N(C)c2ccc(C)c(C)c2)c[nH]1	-1	-7	0	-1	99	4	-3	-2.3	-3	-4
COCC(=O)N=Nc1c(O)[nH]c2ccccc12	4	-26	-12	4	97	-2	0	-1.1	-19	0
O=C(CN1CCN(c2ccc(F)cc2)CC1)Nc1ccccc1Br	-5	7	-5	-1	97	-4	7	2.5	-21	2
ClCc1nc2ccccc2n1Cc1ccccc1	31	21	0	15	185	1	3	-0.5	-30	1
CCOC(=O)/C(C#N)=C/c1c(Oc2cccc(C)c2)nc2c(C)cccn2c1=O	-3	1	9	0	105	3	-2	-2.1	-4	-10
O=C(C[n+]1ccc(/C=N/O)cc1)N1CCCCC1	-1	-3	6	-1	99	2	3	-0.3	-4	6
N#Cc1c(NC(=O)CSc2ncnc3sccc23)oc(-c2ccco2)c1-c1ccco1	-2	1	12	3	108	1	13	-1.9	.	1
CCOc1ccc(C(C)NC(=O)c2ccccc2OCc2c(C)noc2C)cc1OCC (centres undefined)	1	7	4	-3	91	-1	14	0.7	-12	6
CCOC(=O)CC1C(C(=O)OCC)ON2OC(C(=O)OC)C(C(=O)OCC)C12 (centres undefined)	0	1	-5	2	99	7	8	0.1	-3	-2
CC(=O)Nc1ccc(SC[C@H](Cc2ccccc2)N2CCN(CC(C)C)CCC2=O)cc1	-12	9	0	-1	88	-2	-4	1.2	-6	9
COc1cc(/C=C(\C#N)c2ccccn2)ccc1OCC(=O)Nc1cccc(C(F)(F)F)c1	-2	4	-2	3	82	5	6	0.9	-3	-5
COc1ccc(NC(=O)Cn2nnc(-c3ccc(CN4CCOCC4)cc3)n2)c(OC)c1	-4	-2	-21	1	100	3	-1	2.5	-5	7
O=C(CN1CCN(Cc2ccccc2F)CC1)Nc1ccccc1Cl	-12	9	-1	1	95	-1	5	-0.7	-19	-2
COc1cc(C(C)=O)ccc1OCC(=O)OCC(=O)c1cc(C)n(CC2CCCO2)c1C (centres undefined)	-2	13	-3	1	100	5	5	-0.7	-4	14
Cc1ccc(N=Cc2cc(C)n(C3CCCC3)c2C)cc1	0	-1	-5	0	100	0	2	0.1	-8	-16
CC(NS(=O)(=O)c1ccc2c(c1)CC(=O)N2C)c1ccccc1 (centres undefined)	-9	4	8	3	88	3	-2	1.5	-3	-2
Nc1nonc1-n1nnc(C(=O)N/N=C/c2ccncc2)c1CSc1ccc(Cl)cc1	6	4	5	3	97	10	1	-3.0	-15	-2
CCCCNC(=O)Nc1c(C(=O)OC)[nH]c2ccc(C)cc12	-8	4	2	1	94	5	-4	-1.4	.	3
FC(F)(F)c1ccccc1Cc1c(C2CCCCC2)nc2ccc(Br)cn12	-2	.	.	-4	93	0	-10	.	-6	-4
CCOc1ccc(CN(C)C(=O)c2ccc(S(=O)(=O)N(C)c3ccccc3OC)cc2)cc1	5	-2	8	-4	87	4	-1	0.0	-2	0
CN(C)C(=O)CCC(=O)N1CCCC(N2CCN(c3cccc(C(F)(F)F)c3)CC2)C1 (centres undefined)	0	2	-11	2	101	-4	-1	-0.8	-20	3
C=CCOc1c(Br)cc(CNn2nnnc2N)cc1OC	1	3	-3	-2	124	-2	-6	-0.8	-5	-1
Cc1ccc(C(C)NC(=O)c2cccnc2)cc1 (centres undefined)	-2	-4	15	1	90	-2	3	-0.8	3	-2

Random excerpt: 4 entries already listed, in no set order.
SMILES	Exocytosis inh	MC4R antag cAMP	PDI inh	N-glyco inh	ABCB6 inh 2	m5-HT2A agonist	ABHD5-PLIN5 inh	MC4R ag barr	CaV13 ICDI inh	Cardio protect
Cc1ccc(C(C)NC(=O)c2cccnc2)cc1 (centres undefined)	-2	-4	15	1	90	-2	3	-0.8	3	-2
CC(NS(=O)(=O)c1ccc2c(c1)CC(=O)N2C)c1ccccc1 (centres undefined)	-9	4	8	3	88	3	-2	1.5	-3	-2
COc1cc(C(C)=O)ccc1OCC(=O)OCC(=O)c1cc(C)n(CC2CCCO2)c1C (centres undefined)	-2	13	-3	1	100	5	5	-0.7	-4	14
CN(C)C(=O)CCC(=O)N1CCCC(N2CCN(c3cccc(C(F)(F)F)c3)CC2)C1 (centres undefined)	0	2	-11	2	101	-4	-1	-0.8	-20	3

The results go on.
SMILES	Exocytosis inh	MC4R antag cAMP	PDI inh	N-glyco inh	ABCB6 inh 2	m5-HT2A agonist	ABHD5-PLIN5 inh	MC4R ag barr	CaV13 ICDI inh	Cardio protect
O=C(NC1CCCCCC1)c1cc(S(=O)(=O)N2CCC3(CC2)OCCO3)ccc1F	5	-1	-2	-3	84	4	2	-1.3	-7	-6
CCOC(=O)CCCc1sc(N)nc1-c1[nH]c(=O)[nH]c1C	3	-1	9	3	97	1	-17	-0.7	.	0
COc1ccccc1OCCSc1nnnn1C1CCCCC1	-6	-6	-3	-2	101	-6	0	-2.1	.	-2
COc1ccccc1NC(=O)Cc1nnc(SCC(=O)NC2=NCCS2)n1C	-22	-5	12	-1	94	5	9	1.1	-2	-1
COc1ccc(CCNC(=O)c2c[nH]c3ccc(F)cc3c2=O)cc1OC	11	1	1	3	94	1	-5	1.0	-1	13
COc1ccc(CCNS(=O)(=O)c2ccc3c(c2)NC(=O)CO3)cc1OC	-23	-3	-1	1	94	3	3	1.6	-18	-10
COc1cccc(NC(=O)CN(C)C(=O)c2ccccc2-c2nc3ccccc3s2)c1	0	9	-11	-3	98	6	-1	-2.3	-7	10
Cc1cc(Nc2cccc(C)c2C)n2nc(C)nc2n1	-2	0	.	3	103	-1	1	0.2	-5	-5
CCC1CCCCN1CCn1c(=S)[nH]c2cc(OC)c(OC)cc2c1=O (centres undefined)	3	-7	0	-3	99	0	2	-2.7	-4	6
O=C(CCC(=O)NC1CC1)Nc1nnc(C2CCCCC2)s1	-2	4	1	2	76	5	-6	-0.4	-5	0
CCC(=O)OC1(C(=O)CCl)[C@@H](C)C[C@H]2[C@@H]3CCC4=CC(=O)C=C[C@]4(C)[C@@]3(F)[C@@H](O)C[C@@]21C (some centres undefined)	5	-3	7	13	98	-3	6	-1.2	-5	1
NC(=O)c1cc(S(=O)(=O)NCc2ccc(F)cc2)cs1	-2	10	-4	2	83	0	-2	-0.4	-2	-1

Complete entries, looked up by structure:
Entry for `CCC(=O)OC1(C(=O)CCl)[C@@H](C)C[C@H]2[C@@H]3CCC4=CC(=O)C=C[C@]4(C)[C@@]3(F)[C@@H](O)C[C@@]21C` (some centres undefined) = Exocytosis inh = 5; MC4R antag cAMP = -3; PDI inh = 7; N-glyco inh = 13; ABCB6 inh 2 = 98; m5-HT2A agonist = -3; ABHD5-PLIN5 inh = 6; MC4R ag barr = -1.2; CaV13 ICDI inh = -5; Cardio protect = 1
Entry for `COc1cccc(NC(=O)CN(C)C(=O)c2ccccc2-c2nc3ccccc3s2)c1` = Exocytosis inh = 0; MC4R antag cAMP = 9; PDI inh = -11; N-glyco inh = -3; ABCB6 inh 2 = 98; m5-HT2A agonist = 6; ABHD5-PLIN5 inh = -1; MC4R ag barr = -2.3; CaV13 ICDI inh = -7; Cardio protect = 10
Entry for `NC(=O)c1cc(S(=O)(=O)NCc2ccc(F)cc2)cs1` = Exocytosis inh = -2; MC4R antag cAMP = 10; PDI inh = -4; N-glyco inh = 2; ABCB6 inh 2 = 83; m5-HT2A agonist = 0; ABHD5-PLIN5 inh = -2; MC4R ag barr = -0.4; CaV13 ICDI inh = -2; Cardio protect = -1

Following part:
SMILES	Exocytosis inh	MC4R antag cAMP	PDI inh	N-glyco inh	ABCB6 inh 2	m5-HT2A agonist	ABHD5-PLIN5 inh	MC4R ag barr	CaV13 ICDI inh	Cardio protect
CCOCCCNC(=O)c1c(N)n(-c2ccc3c(c2)OCO3)c2nc3ccccc3nc12	-11	0	-2	4	90	-2	-3	0.4	7	2
COc1cc(OC)c(C(=O)OCCCOC(=O)c2cc(OC)c(OC)cc2OC)cc1OC	0	5	5	1	100	-2	-11	-3.4	-6	-1
COc1ccc(-n2cnc(N)c2C(=O)c2cccc([N+](=O)[O-])c2)cc1	-3	-8	3	-5	96	3	7	-0.7	-17	4
CC(N)=Nc1ccc([N+](=O)[O-])cc1	1	-1	-8	4	102	-1	-3	-0.9	-19	-6
O=C(c1ccc(S(=O)(=O)N2CCCCCC2)cc1)N1CCN(c2ccccc2F)CC1	-3	-2	-21	-6	100	-4	-5	-3.4	.	3
O=C(Cc1ccccc1)N/N=C/c1ccc[nH]1	-1	-6	3	2	89	-5	7	-1.7	-5	6
O=C(Nc1ccc2c(c1)OCO2)c1cnccn1	3	-11	-5	0	92	-2	-1	-1.0	-5	-9
CC1CCCC(C)N1CCCNC(=O)Cn1ncc2c3ccccc3n(C)c2c1=O (centres undefined)	2	-4	-8	0	92	4	15	0.6	.	-1
O=C(NN1C(=O)C2C3c4ccccc4C(c4ccccc43)C2C1=O)C1CC1 (centres undefined)	-2	1	1	1	98	-1	3	-1.5	-4	8
CC(C)CCN1CCN(Cc2cnc(N3CCCC3)s2)CC1CCO (centres undefined)	2	24	0	-1	96	3	3	4.0	-2	0
O=c1cc(NS(=O)(=O)c2ccccc2)nc(SCc2c(Cl)cccc2Cl)[nH]1	-2	2	-1	0	92	-4	-11	-1.8	-3	-3
COc1ccc(NC(=O)Nc2c(C)noc2-c2ccccc2)cc1	-4	14	4	3	94	-4	6	-1.6	-6	-1
Cc1ccc(C(=O)N(CC(=O)Nc2sc(C)c(C)c2C(N)=O)C2CCCC2)cc1	-1	6	-3	0	95	-1	3	-0.6	-3	7
CNC(=O)NC(=O)CSc1ccc(NC(C)=O)cc1	1	8	9	0	100	1	1	-1.9	-5	-1
CCOC(=O)c1ccc(NC(=O)CC2NCCNC2=O)cc1 (centres undefined)	5	2	-3	2	99	9	7	2.0	-2	0
COc1ccc(NC(=O)CCC(=O)c2ccc(F)cc2)cc1	2	3	0	-1	102	2	-4	-2.1	-3	4
COc1ccc(NC(=O)c2cc(-c3ccccc3Cl)on2)cc1	-3	-5	-1	-1	98	-5	0	-1.1	-11	-10
COc1ccc(OC)c(C(=O)NC(CC(N)=O)c2ccc(NCCN3CCCC3)c([N+](=O)[O-])c2)c1 (centres undefined)	-2	9	0	1	103	1	-3	-1.1	-9	0
Nc1nc(Nc2ccccc2Br)nc(C(F)(F)F)n1	-3	7	8	0	94	3	-5	-0.3	-7	-3
COc1ccc(S(=O)(=O)N2CCN(C(=O)C3CCCCC3)CC2)cc1	2	-4	5	2	101	-3	8	0.8	-3	0
CC(=O)N1CCN(Cc2nc3cc(NC(=O)c4ccc(F)cc4)ccc3n2C)CC1	-3	0	-1	3	96	-2	1	-1.6	-3	7
